Source: PubChem (several laboratories)
HTR5A inv ctr – HTR5A inverse agonists in luminescence cell assay, primary screen, counter-screen for OPRM1-OPRD1 heterodimer inverse agonist project, full-deck HTS. 5-hydroxytryptamine receptor 5A (Homo sapiens), P47898. HTR5A cell line, inverse agonism. inhibition, % at 9.3 µM. 340,000 tested, 0.083% active. AID 504634, 2011; in the data active = inhibition mostly above about 23%, no sharp cut-off; inactive = mostly below about 18%;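 also: 0% = cells with DMSO and 100% = no-cell wells with DMSO; some compounds called inactive have numbers as strong as hits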
dFosB activator – activators of delta FosB homodimer, primary screen, biochemical, fluorescence polarization, TAMRA-CDK5 oligo, single point; Protein FosB (Mus musculus), P13346; purified delta FosB; percent of positive-control signal above neutral wells; AID 493131, 2011; activation, % at 25 µM; 340,000 tested, 0.99% active;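 active = mean activation above about 17%, with every replicate also reaching it, limit read from the data, passing the limit was not always enough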;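 also: fluorescence polarization rise as delta FosB binds a TAMRA Cdk5 AP-1 oligo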
Target sequence (P13346 whole entry, looked up): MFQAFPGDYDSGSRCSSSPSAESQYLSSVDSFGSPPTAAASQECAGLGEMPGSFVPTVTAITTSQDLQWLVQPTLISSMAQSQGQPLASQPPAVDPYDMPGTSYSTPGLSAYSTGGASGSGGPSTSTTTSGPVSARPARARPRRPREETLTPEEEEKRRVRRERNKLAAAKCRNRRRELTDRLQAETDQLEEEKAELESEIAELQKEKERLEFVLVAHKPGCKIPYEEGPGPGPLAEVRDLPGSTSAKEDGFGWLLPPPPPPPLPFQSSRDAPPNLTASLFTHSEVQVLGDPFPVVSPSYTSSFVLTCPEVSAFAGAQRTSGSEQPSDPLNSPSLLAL
MITF TRPM1 HTS – activators of MITF-driven TRPM1 promoter reporter, primary screen, cell-based, SK-MEL-5, luciferase, single point | activation, % at 12.5 µM | 300,000 tested, 0.75% active | SK-MEL-5 TRPM1-promoter luciferase, 24 h; % of positive control, neutral wells = 0;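 active = mean activation of at least 80% with every replicate also reaching 80%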;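 also: 0% = neutral control wells and 100% = parthenolide positive control wells; values of inactives mirror those of a sister screen read the other way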
NSD2 HMT inh – NSD2 histone methyltransferase inhibitors, primary screen, biochemical, AlphaScreen, single concentration, set 2 | NSD2 peptide methylation, 120 min | inhibition, % at 12.5 µM | 310,000 tested, 0.54% active | AID 743445, 2014; in the data active = inhibition above about 50%
V-ATPase pHluor – regulators of yeast V-ATPase proton pumping, primary screen, pHLuorin cytosolic pH fluorescence; S. cerevisiae; response, % at 10 µM; 350,000 tested, 0.37% active; in the data active = response mostly above about 7.3%, no sharp cut-off; inactive = mostly below about 5.4%; also: actives read high; inactives centre near 0; some compounds called inactive have numbers as strong as hits; reference of the scale not given here
PvdQ inh – P. aeruginosa PvdQ acylase inhibitors, primary screen, biochemical, fluorescence, plate reader and imaging, single point; AID 488965, 2010; inhibition, % at 10 µM; purified PvdQ acylase; PvdQ acylase [Pseudomonas aeruginosa LESB58]; 340,000 tested, 0.063% active; in the data active = inhibition above about 30%, passing the limit was not always enough;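 also: 0% = vehicle neutral wells and 100% = reference inhibitor wells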
SR-BI HDL uptake – inhibitors of SR-BI mediated HDL lipid uptake, primary screen, ldlA[mSR-BI] cells, fluorescence, single point; ldlA[mSR-BI] CHO cells, DiI-HDL uptake fluorescence, 3 h; inhibition, % at 12.5 µM; 320,000 tested, 0.96% active; AID 488896, 2010;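 active = mean replicate inhibition of at least 70% and a set share of replicates each scoring 70 or more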;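 also: 0% = median of neutral control wells and 100% = median of positive control wells; values of inactives mirror those of a sister screen read the other way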
HTR5A ag – HTR5A agonists in luminescence cell assay, primary screen, counter-screen for OPRM1-OPRD1 heterodimer agonist project, full-deck HTS; cell-based; 5-hydroxytryptamine receptor 5A (Homo sapiens), P47898; 340,000 tested, 0.61% active; AID 504692, 2011; activation, % at 9.3 µM; in the data active = activation mostly above about 9.5%, no sharp cut-off; inactive = mostly below about 7.6%;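 also: 0% = cells with vehicle only and 100% = reference agonist; strong numbers were not always called active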
Wnt bcat act – Wnt/beta-catenin pathway activators, primary screen, cell-based, plate reader, single point. Wnt/beta-catenin reporter cell assay, activator. activation, % at 9.35 µM. 300,000 tested, 1.2% active. AID 743398, 2014; in the data active = activation above about 30%, passing the limit was not always enough;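 also: 0% = neutral control wells and 100% = positive control wells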
CDK5 p35 inh – inhibitors of human CDK5/p35 kinase, primary screen, biochemical, single concentration. Recombinant CDK5/p35, ADP-Glo luminescence, 60 min. inhibition, % at 10 µM. 330,000 tested, 0.01% active. AID 488839, 2010;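 active = highest replicate inhibition of at least 50% and at least 75% of replicates reaching 50%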;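 also: plate controls were DMSO neutral control for no effect and GW8510 at 10 µM for full effect; many of its hits are not listed in these tables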
Target sequence (Q00535 whole entry, looked up): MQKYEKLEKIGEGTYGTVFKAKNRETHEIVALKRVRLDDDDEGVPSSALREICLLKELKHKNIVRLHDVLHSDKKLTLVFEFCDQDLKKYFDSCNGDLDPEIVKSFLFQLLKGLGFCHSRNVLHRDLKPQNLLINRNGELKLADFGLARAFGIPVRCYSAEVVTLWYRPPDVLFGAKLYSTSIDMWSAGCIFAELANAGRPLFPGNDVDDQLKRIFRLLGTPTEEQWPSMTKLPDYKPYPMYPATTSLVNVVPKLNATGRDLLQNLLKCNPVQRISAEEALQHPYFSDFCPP
Target sequence (Q15078 whole entry, looked up): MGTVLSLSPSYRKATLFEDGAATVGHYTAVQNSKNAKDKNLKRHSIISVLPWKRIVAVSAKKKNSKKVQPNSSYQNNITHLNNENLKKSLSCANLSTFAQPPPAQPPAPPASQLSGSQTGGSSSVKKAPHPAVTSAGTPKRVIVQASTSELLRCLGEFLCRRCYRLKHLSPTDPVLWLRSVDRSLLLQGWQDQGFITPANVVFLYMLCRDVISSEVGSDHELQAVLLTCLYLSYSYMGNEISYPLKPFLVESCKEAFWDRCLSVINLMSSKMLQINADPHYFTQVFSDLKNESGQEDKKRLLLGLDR
* marks the source's active call; other numbers are inactive results; . = no result given; & = joins results of further samples. Not a hit list. Share with any hit: about 5%.

SMILES | HTR5A inv ctr | dFosB activator | MITF TRPM1 HTS | NSD2 HMT inh | V-ATPase pHluor | PvdQ inh | SR-BI HDL uptake | HTR5A ag | Wnt bcat act | CDK5 p35 inh
CCOc1ccc(CCNC(=O)c2cc3sccc3n2C)cc1OCC | 6 | -1 | 2 | 2 | -1 | -6 | 6 | -2 | . | -2.8
O=C(Cc1ccccc1)NCC(=O)OCC(=O)c1ccc([N+](=O)[O-])cc1 | 17 | 7 | -1 | -2 | -2 | 2 | 8 | 4 | . | 0.0
CCOc1cc(N2CCOCC2)c(OCC)cc1NC(=O)c1ccccc1C | 9 | -1 | 9 | 3 | 2 | -7 | 44 | -4 | -1 | 1.0
Cc1ccc(-c2[nH]ncc2C(=O)c2cccc(F)c2)c(O)c1 | 8 | -12 | 11 | 2 | 6 | -27 | 8 | -2 | 5 | 1.4
CN(CC(=O)Nc1ccc(N2CCOCC2)cc1)CC(=O)Nc1ccccc1C#N | 5 | -3 | 0 | -2 | 0 | -5 | -9 | 2 | -5 | -1.2
CCOC(=O)C1=C(COC(=O)c2nc(Cl)ccc2Cl)NC(=O)NC1C (centres undefined) | 3 | 2 | -9 | 1 | 7 | -10 | -9 | -1 | 2 | 1.0
COc1ccc2nc(SCC(=O)Nc3cc(C)on3)c(C#N)cc2c1 | 0 | -3 | 48 | 6 | 0 | -10 | . | 0 | 8 | 1.4
Brc1ccc(C2=Nc3cccc4cccc(c34)N2)o1 | -10 | 23* | 4 | 36 | 0 | -11 | 14 | 2 | 0 | .
O=[N+]([O-])c1cccc(Oc2cnccn2)c1 | 20 | 4 | -4 | 7 | 3 | -7 | . | -8 | 3 | -0.6
CCOc1ccc(NC2=C(Cl)C(=O)N(Cc3ccccc3)C2=O)cc1 | -8 | -1 | -8 | 1 | -2 | -2 | 40 | 3 | 0 | -0.9
O=C1CCc2cc(S(=O)(=O)NCc3ccc(F)cc3)cc3c2N1CC3 | -21 | -2 | -5 | 3 | 1 | -10 | 11 | 9 | -3 | -1.2
O=C(O)CSCC(=O)N1CCN(c2ncnc3scc(-c4ccccc4)c23)CC1 | 6 | -15 | 0 | 1 | 4 | 3 | 27 | -2 | 1 | -0.7
CCCCC(=O)Nc1nc2ccc(C(=O)OC)cc2s1 | 16 | -11 | 35 | 0 | -3 | -4 | 66 | -6 | . | -0.8
CCOC(=O)c1cc(C#N)c(N)nc1C | -13 | -2 | 10 | -2 | 3 | -4 | -11 | 4 | . | 2.5
Cc1cc(=O)oc2cc(OCCCC[n+]3ccccc3)ccc12 | -13 | -11 | 9 | 4 | 0 | -10 | 16 | 5 | 10 | 2.3
Cc1ccc(C(=O)OCC(=O)N2C(C)CCCC2C)cc1S(=O)(=O)N1CCCCC1 (centres undefined) | -6 | -4 | -3 | -12 | -1 | -4 | 28 | 2 | 2 | -0.3
O=C(CCN1C(=O)S/C(=C\c2ccccc2)C1=O)Nc1ccc(O)cc1C(=O)O | 19 | -8 | -9 | 3 | -3 | 1 | -12 | -3 | -1 | .
COc1ccc2cc(C(=O)NCc3ccccc3CN3CCCC3)ccc2c1 | 20 | -11 | 30 | 0 | -5 | -15 | 28 | -8 | -4 | -0.1
COc1ccccc1NC(=O)COc1ccc(/C=N/n2cnnc2)cc1OC | 8 | -3 | 8 | . | 2 | 9 | 21 | 0 | -16 | 0.5
Cn1c(=O)[nH]c2cc3ccccc3cc21 | 0 | -2 | -12 | -7 | -1 | -12 | -5 | 0 | -29 | 0.6
COC(=O)CCCNC(=O)OCc1ccc([N+](=O)[O-])cc1 | 3 | 6 | 16 | -1 | 4 | -7 | 1 | -3 | . | 1.1
CCc1nnc(NC(=O)c2ccc(S(=O)(=O)N(CCOC)CCOC)cc2)o1 | -25 | -6 | 13 | 1 | 0 | -6 | -19 | 1 | 0 | 0.5
CCc1ccc(NS(=O)(=O)c2c(C)nc3sc(CC)nn3c2=O)cc1 | -11 | -5 | -4 | . | -1 | -10 | -4 | 4 | -2 | -0.3
COC(=O)CN(c1ccc2c(c1)OCO2)S(C)(=O)=O | -12 | -5 | 8 | -3 | -3 | -23 | -30 | 5 | . | -1.8
CCn1c(SCC(=O)Nc2nc(C)c(C)s2)nc2cccnc21 | -32 | -8 | 6 | 0 | -1 | -17 | 6 | -5 | -4 | 0.3

Overlap with the part before: 3 entries, then new ones.
SMILES | HTR5A inv ctr | dFosB activator | MITF TRPM1 HTS | NSD2 HMT inh | V-ATPase pHluor | PvdQ inh | SR-BI HDL uptake | HTR5A ag | Wnt bcat act | CDK5 p35 inh
CCc1ccc(NS(=O)(=O)c2c(C)nc3sc(CC)nn3c2=O)cc1 | -11 | -5 | -4 | . | -1 | -10 | -4 | 4 | -2 | -0.3
COC(=O)CN(c1ccc2c(c1)OCO2)S(C)(=O)=O | -12 | -5 | 8 | -3 | -3 | -23 | -30 | 5 | . | -1.8
CCn1c(SCC(=O)Nc2nc(C)c(C)s2)nc2cccnc21 | -32 | -8 | 6 | 0 | -1 | -17 | 6 | -5 | -4 | 0.3
O=S1(=O)CCC(NC(=S)N2CCCCC2)C1 (centres undefined) | 3 | -1 | -4 | . | 1 | 0 | -28 | -1 | -1 | -0.5
Cc1ccc(N(C(=O)CCC(=O)Nc2nccs2)C(C(=O)NC(C)(C)C)c2ccc(O)cc2)cc1 (centres undefined) | -1 | -21 | -5 | 6 | 2 | -7 | -8 | -5 | 0 | -6.6
CC(C)N=c1cc2n(-c3ccc(Cl)cc3)c3ccccc3nc-2cc1Nc1ccc(Cl)cc1 | 22 | -64 | -74 | . | 4 | -2 | 83* | -6 | -13 | 0.7
Cc1ccc(Cn2ccsc2=NC(=O)COC(=O)C(C)C)cc1 | 10 | -2 | 2 | -2 | 1 | -10 | -4 | 0 | 0 | 0.4
O=C(Cc1cccc2ccccc12)N/N=C/c1ccc(OC(=O)/C=C/c2ccco2)cc1 | -11 | 18* | . | 3 | 0 | -4 | 32 | 3 | . | 1.1
CCc1cc[n+](C(C(=S)Nc2cccc(C)c2)=C([O-])c2ccc(C)c([N+](=O)[O-])c2)cc1 | -7 | -10 | 2 | 11 | 0 | -21 | 27 | 2 | -3 | -5.7
O=C(O)c1ccccc1C(=O)N1CCN(S(=O)(=O)c2cccc(C(F)(F)F)c2)CC1 | -5 | 3 | 2 | . | -1 | 12 | -6 | 1 | -4 | -0.9
O=C(O)C1CCCCC1C(=O)Nc1cc(C(F)(F)F)ccc1Cl (centres undefined) | 22 | -8 | 4 | -3 | -1 | -5 | -9 | -4 | 0 | -1.7
OC(Cn1ccnc1)c1ccc(Cl)cc1Cl (centres undefined) | -8 | -10 | -10 | . | 2 | -1 | -1 | 1 | . | -0.5
Cc1ccc2oc(C(=O)Nc3nnc(C)s3)c(C)c2c1 | -1 | -1 | 44 | -1 | -2 | 8 | -2 | 0 | 57* | 1.3
N=c1ccn(CC(=O)NC(N)=O)c2ccccc12 | 6 | 0 | -6 | -6 | 4 | -3 | -3 | -1 | -1 | 1.2
O=C(O)CCCN=CC1=C(O)C(C(=O)c2ccccc2)CCC1=O (centres undefined) | 10 | 5 | . | 0 | -4 | -2 | -10 | 5 | -1 | 0.7
COCCNC(=O)C(c1ccco1)N(C(=O)Cn1nnc2ccccc21)c1cccc(C)c1C (centres undefined) | -10 | 1 | 1 | -1 | 7 | -11 | -16 | 0 | . | -3.6
COc1ccc(NC(=O)c2cc3c([nH]c4ccccc43)c(C)n2)cc1 | 8 | -1 | -10 | -5 | 0 | 3 | 16 | -3 | 0 | -0.4
COc1ccc(C(=O)c2oc3ccc(Br)cc3c2NC(C)=O)cc1 | 2 | -14 | 9 | . | -1 | -11&-10 | -18&7 | 1 | 0 | 1.4
CC(C)=CCC/C(C)=C/CNC(=O)C[C@H]1C[C@H](C(=O)N2CCCCC2)[C@@]2(CCc3ccccc3)c3[nH]c4cc(CCC(=O)N(C)C)ccc4c3CCN2C1=O | -5 | 2 | -41 | . | 1 | -12 | 16 | 1 | 1 | -0.4
COc1ccccc1CNc1ncnc2nc[nH]c12 | -3 | 4 | 3 | . | 3 | -11 | 7 | 1 | 0 | 0.1
COc1ccc(C2C(C(C)=O)=C(O)C(=O)N2CCCn2ccnc2)cc1OC (centres undefined) | 0 | -8 | 1 | 2 | 1 | 8 | -23 | 0 | -2 | -1.0
Cc1ccccc1CSCC(=O)NC(=O)NCc1ccco1 | -10 | -10 | -11 | 7 | 3 | -11 | 3 | 0 | -4 | 0.9
Cc1cccc(C)c1OCCOC(=O)c1n[nH]c2ccccc12 | -14 | -7 | 24 | 1 | -2 | -9 | 7 | 5 | 0 | -0.6
O=C(NCCNc1ccc([N+](=O)[O-])cc1)c1ccc(Cl)cc1 | 0 | -7 | -1 | 5 | -2 | -6 | 24 | 0 | 8 | -0.4
Cc1cc(NC(=O)/C(C#N)=C/c2ccc(-c3cccc(C(F)(F)F)c3)o2)n(-c2ccccc2)n1 | 12 | -8 | 0 | 0 | 1 | 11 | 21 | -3 | -1 | -0.3
CCCNc1nc(N2CCCC2)nc(N2CCCC2)n1 | 15 | 2 | 10 | -4 | -1 | -2 | 26 | 8 | -7 | -3.2
Cn1c(=O)c(=O)n(C)c2cc(S(=O)(=O)N3CCOc4ccccc43)ccc21 | -8 | -5 | . | -2 | -4 | -16 | . | 3 | -3 | 0.6
Cc1cc(NC(=O)Cn2c(=O)oc3ccc(Cl)cc32)no1 | 9 | 5 | -3 | -3 | 0 | -10 | -8 | 6 | 2 | -5.1
SMILES | HTR5A inv ctr | dFosB activator | MITF TRPM1 HTS | NSD2 HMT inh | V-ATPase pHluor | PvdQ inh | SR-BI HDL uptake | HTR5A ag | Wnt bcat act | CDK5 p35 inh
COc1ccc(NC(=O)c2ccc(Cl)c(S(=O)(=O)NCC3CCCO3)c2)c(OC)c1 (centres undefined) | -18 | -7 | -9 | 0 | -8 | -4 | 24 | -1 | 2 | 1.6
CCOc1ccc(C(C)=O)cc1CSc1nc(C)cc(C)n1 | -2 | -7 | -2 | -6 | 2 | 1 | 61 | 1 | 1 | 0.2
O=C(Nc1nccc(-c2cccs2)n1)c1ccccc1Cl | 19 | 3 | 47 | -2 | -4 | -10 | 15 | -8 | 1 | -0.2
CN(C1=NC(=O)C(CC(=O)O)S1)c1ccc(O)cc1 (centres undefined) | 20 | 5 | -2 | -3 | 7 | 3 | -13 | 1 | -1 | 0.3
O=C1C(Cl)=C(NCC2CCCO2)C(=O)N1C1CCCCC1 (centres undefined) | -5 | -6 | . | . | 1 | -9 | -1 | 4 | -1 | -1.5
O=C(NNc1ccccc1)/C(=C\c1cccnc1)NC(=O)c1ccccc1 | 3 | -2 | -1 | 1 | -3 | -9 | -8 | 5 | 4 | -0.1
N#Cc1ccccc1OCC(O)CS(=O)(=O)c1ccccc1 (centres undefined) | -2 | -4 | -3 | -1 | 0 | 7 | 0 | 7 | -2 | -0.8
